Bioassay records: PubChem BioAssay, National Center for Advancing Translational Sciences (NCATS)
ERK EGF block: inhibitors of EGF-stimulated ERK signaling pathway; Potency, µM (top dose mostly 11.5 µM), inactives show at the highest dose activity change, negative = inhibition, usual class: inhibitors; AID 1454; actives 0.41% (n = 130,000); HEK293-V1b, EGF-stimulated phospho-ERK AlphaScreen; active = well fitted inhibition curve with a large enough effect; inconclusive = small, poorly fitted or top-dose-only effect, or effect the other way;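 also: plate controls were stimulated vehicle wells for no effect and unstimulated vehicle basal for full effect; nearly all actives have a fitted effect of over 55% in size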
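EGF-stimulated (25 nM, 5 min) phospho-ERK in HEK293 cells stably expressing V1b, cells pretreated 30 min with compound at 37C. Homogeneous AlphaScreen read on lysates.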
* marks the source's active call; other numbers are inactive results; ? = inconclusive; & = joins results of further samples; [ ] = remark or other dose. Potency is read from the fitted curve at half-maximal effect.

ERK EGF block,compound
?,O=C(CN1CCN(c2ccc(F)cc2)CC1)c1cccs1
?,COc1ccc(OC)c(NC(=O)c2cc3n(n2)C(C(F)(F)F)CC(c2ccc4c(c2)OCO4)N3)c1 (stereo unspecified)
-9.2%,Nc1[nH]c(=O)[nH]c(=O)c1N=Nc1cccc(Cl)c1
-0.1%,CCOc1ccc(NC2OC(CO)C(O)C(O)C2O)c([N+](=O)[O-])c1 (stereo unspecified)
6.8%,Cc1cc(=O)oc2ccc(OC(C)C(=O)O)cc12 (stereo unspecified)
-4.1%,O=C(NC1CCCCCC1)C1CCN(S(=O)(=O)c2cnc[nH]2)CC1
-1.5%,Cc1cc(C(=O)CN2C(=O)NC(CC(C)C)C2=O)c(C)n1-c1ccccc1F (stereo unspecified)
2.0%,O=[N+]([O-])c1ccc(-c2ccc(/C=N/Nc3nc(NCc4ccccc4)nc(N4CCOCC4)n3)o2)cc1
3.9%,O=C1C2C3c4ccccc4C(c4ccccc43)C2C(=O)N1c1cccnc1 (stereo unspecified)
-10.8%,CC1CCN(C(=O)CCCC(=O)O)CC1
-9.4%[57.5 µM],Cc1cccc(OCCn2cnc(Cl)c2Cl)c1
-0.7%,C=C(C)c1cccc(C(C)(C)NC(=O)N2CCN(c3ccc(OC)cc3)CC2)c1
-3.5%,O=C(COC(=O)/C=C/c1ccco1)Nc1ccc(F)cc1Cl
3.0%,COCCCN1C(=O)CC(C(=O)OC)=C1C
12.3%,COc1ccc(C)cc1N(CC(=O)N/N=C/c1ccc2c(c1)OCO2)S(C)(=O)=O
5.2%,CCOC(=O)C(NC(=O)Nc1ccc(Cl)cn1)(Oc1ccccc1)C(F)(F)F (stereo unspecified)
-2.9%,CCC1(C)OC(=O)NN(c2ccc(C)cc2)C1(C)O (stereo unspecified)
-2.2%[57.5 µM],Nc1cccc(/C=C/c2ccncc2)c1
7.2%[57.5 µM],NC(=O)CSc1nnc(COc2ccccc2)n1N
-3.5%,Cc1ccc(-c2csc3nc(SCC(N)=O)n(Cc4ccccc4)c(=O)c23)cc1
13.1%,Cc1cc(C(F)(F)F)c(C#N)c(SCC(=O)Nc2nc3ccccc3s2)n1
-3.9%,CCNC(=S)N(CCc1ccc(S(N)(=O)=O)cc1)C1CC(=O)N(c2ccccc2)C1=O (stereo unspecified)
-0.9%,COc1cccc(C(=O)NCC(=O)OCC(=O)C(C)(C)C)c1
-20.3%&-11.7%,CC1(C)CCC(C)(C)c2cc(C(=O)Nc3ccc(C(=O)O)cc3)ccc21
1.0%[57.5 µM],CCc1nnc(SCC(=O)Nc2ccccc2Cl)nc1CC
4.5%,COc1cccc(/C=N/Nc2ncnc3scc(-c4ccccc4)c23)c1O
-7.3%[57.5 µM],COc1ccc(N/C=C2\C(=O)c3c(sc(C)c3C)N(C)S2(=O)=O)cc1
-14.7%[57.5 µM],CCCN1CCC(=O)N([C@H](CSc2ccc(OC)cc2)c2ccccc2)CC1
1.1%[57.5 µM],CC(=O)c1sc(N/N=C/c2cccc(O)c2)nc1C
-2.7%,CCN(CC)c1ccc(NC(=O)CCS(=O)(=O)c2cccc3nsnc23)c(C)c1
1.2%,Nc1ccc(S(=O)(=O)C(F)(F)F)cc1N
-5.9%,O=C(CN1CCCC1)N1CCCC(c2ccc(F)cc2)c2ccc(F)cc21 (stereo unspecified)
5.3%,O=C(NCc1ccc(Cl)cc1)C(=O)N/N=C/c1ccc(Br)cc1
7.7%,Cc1cccc(C)c1N1CCN(S(=O)(=O)N2CCCCC2)CC1
-0.9%,c1ccc(Cc2noc(CN3CCN(C4CCc5ccccc5C4)CC3)n2)cc1 (stereo unspecified)
2.0%,CCOC(=O)c1ccc(NC(=S)NCc2cccnc2)cc1
-4.0%[57.5 µM],COc1ccc(C(=O)N/N=C(\C)CC(=O)Nc2ccc(Cl)cn2)cc1
-5.9%,C#CC(CC)(CC)NC(=O)NC1CCCCC1
9.6%,Cc1ccc(-n2cnc3sc(C)c(C)c3c2=O)cc1
-0.6%,COc1ccc(NC(=O)c2cn(CCC#N)nc2-c2cc3ccccc3o2)cc1
?,CCOc1ccc(CN2CCN(Cc3ccc(C)o3)CC2CCO)cc1 (stereo unspecified)
11.6%,CCOc1ccc(S(=O)(=O)NCc2ccc(OC)cc2)c2cccnc12
-4.1%,CS(=O)(=O)Nc1ccc(C(=O)Nc2ccccc2Sc2ccccc2)cc1
-3.1%,CCC(=O)Nc1ccc(C(=O)N/N=C/c2c(C)[nH]c3ccccc23)cc1
-0.9%,COc1ccc(/C=C/C(=O)N/C(=C\c2ccco2)C(=O)NCCc2nc3ccccc3[nH]2)cc1
-10.3%,C/C(=N\NC(=O)C1COc2ccccc2O1)c1ccc(N2CCOCC2)cc1 (stereo unspecified)
12.7%[57.5 µM],CCc1ccc(OCCCC(=O)Nc2cccc(C(=O)O)c2)cc1
-4.2%[57.5 µM],O=C(CN1C(=O)COc2ccc(S(=O)(=O)N3CCCC3)cc21)NC1CC1
8.6%,COc1ccc(S(=O)(=O)Nc2ccccc2C(N)=O)cc1OC
-4.3%,Cc1ccn2cc(C(=O)NCc3ccco3)nc2c1

Given as comma-separated lines: three of the compounds above
structure,ERK EGF block
C/C(=N\NC(=O)C1COc2ccccc2O1)c1ccc(N2CCOCC2)cc1 (stereo unspecified),-10.3%
CCc1ccc(OCCCC(=O)Nc2cccc(C(=O)O)c2)cc1,12.7%[57.5 µM]
O=C(CN1C(=O)COc2ccc(S(=O)(=O)N3CCCC3)cc21)NC1CC1,-4.2%[57.5 µM]

Following part
ERK EGF block,compound
-5.8%,COc1ccc(NC(=O)CN(C)C(=O)c2oc3ccccc3c2C)cc1
6.9%,CCNc1ccc(C(=O)OCC(=O)NCc2ccccc2Cl)cc1[N+](=O)[O-]
-6.5%,COC(=O)CNC(=O)COC(=O)c1cc(SC)ccc1Cl
?,Cn1c(=O)c2c(ncn2Cc2ccc(Cl)cc2)n(C)c1=O
1.0%,Cc1nc2ccccc2nc(C)c1=NOCC(=O)N(c1ccccc1)C(C)C
-3.1%,O=C1NCCCC1C(=O)N/N=C/c1cccc(O)c1 (stereo unspecified)
-1.3%,O=C(O/N=C1\CCS(=O)(=O)c2sccc21)c1c(F)cccc1F
-8.8%,CC1CN(CCCCOc2cccc(Oc3ccccc3)c2)CC(C)O1 (stereo unspecified)
-9.9%,CCn1nc(C)c(C2C(C#N)=C(N)OC3=C2C(=O)CCC3)c1C (stereo unspecified)
-10.1%,CSc1nc2sc3c(c2c2nncn12)CCC3
1.5%,NC(=O)Cc1ccc(Nc2nnc(-c3ccccc3)c3ccccc23)cc1
-7.2%,CCS(=O)(=O)c1ccc2c(c1)N(S(=O)(=O)c1ccc(Cl)cc1)CC(C(=O)O)O2 (stereo unspecified)
?,O=C(O)c1cc(-n2nnnc2SCc2ccccc2F)ccc1Cl
1.7%,CC(=O)Nc1ccc2c3c(cccc13)C(=O)N(c1ccccc1)C2=O
-2.9%,CCN1CCN(CC(O)COc2ccc3c(C)cc(=O)oc3c2)CC1 (stereo unspecified)
3.5%,COc1ccc(C(=O)NCCc2nnc(SCC(=O)Nc3ccccc3F)n2C)cc1
-11.5%,CCOc1ccccc1C(=O)N1CCN(c2ccc(C(F)(F)F)cn2)CC1
5.8%,C[C@@H](C(=O)N[C@H](C(=O)O)c1ccccc1)n1nnc2ccccc2c1=O
-2.3%,CCn1c(CNC(=O)C23CC4CC(CC(C4)C2)C3)nnc1SC
?,COc1ccc(S(=O)(=O)N2CCCCCC2)cc1NC(=O)c1c2c(nc3ccccc13)CCN(Cc1ccccc1)C2
36.8%,O=C(CCCc1ccccc1)Nc1cccc(C(=O)O)c1
-0.6%,O=C(CCC1CCCCC1)Nc1nccs1
4.2%,CC(C(=O)N1CCCCC1)n1ncn2cccc2c1=O (stereo unspecified)
0.5%[57.5 µM],CC(=O)n1cc([C@H]2C=C(C(=O)Nc3ccccc3)O[C@@H](OCc3ccc(CO)cc3)C2)c2ccccc21
?,CC(C)OCCCNC(=O)C(NC(=O)c1ccc(Cl)cc1)C(C)C (stereo unspecified)

Five entries picked at random from those above:
ERK EGF block,compound
36.8%,O=C(CCCc1ccccc1)Nc1cccc(C(=O)O)c1
5.8%,C[C@@H](C(=O)N[C@H](C(=O)O)c1ccccc1)n1nnc2ccccc2c1=O
3.5%,COc1ccc(C(=O)NCCc2nnc(SCC(=O)Nc3ccccc3F)n2C)cc1
-1.3%,O=C(O/N=C1\CCS(=O)(=O)c2sccc21)c1c(F)cccc1F
1.5%,NC(=O)Cc1ccc(Nc2nnc(-c3ccccc3)c3ccccc23)cc1

Returning to the listing, repeating the two entries before the break.
ERK EGF block,compound
0.5%[57.5 µM],CC(=O)n1cc([C@H]2C=C(C(=O)Nc3ccccc3)O[C@@H](OCc3ccc(CO)cc3)C2)c2ccccc21
?,CC(C)OCCCNC(=O)C(NC(=O)c1ccc(Cl)cc1)C(C)C (stereo unspecified)
15.8%,CCCCNC(=O)N(O)C1N(CCCC)C(=O)N(CC(=O)OC)C1(C)C (stereo unspecified)
6.2%,CCCCOc1ccc(-c2nnc(N)s2)cc1
-7.7%,CN(C)/C=C/C(=O)c1ccc(Cl)s1
0.8%,Cc1nnc(SCC(=O)N2CCCCC2)s1
3.5%,Cc1cccc(Nc2nc(-c3ccccc3)c(C(=O)Nc3cccnc3)s2)c1
-12.4%,Cc1ccc(Nc2ccccc2N)cc1
-2.8%,COc1ccccc1C(c1nnnn1Cc1ccccc1)N1CCC(C(N)=O)CC1 (stereo unspecified)
-1.6%,COc1ccc(N2CCN(CC(=O)Nc3ccc(SC(F)F)cc3)CC2)cc1
-4.9%,CCOC(=O)c1cc2c(C)n(-c3ccc(OCC)cc3)c(C)c2cc(C(=O)OCC)c1=O
-3.9%[57.5 µM],CC1=NN(c2ccccc2)C(=O)C1C=Nc1ccccc1O (stereo unspecified)
-3.0%,O=C(COC(=O)c1c2c(nc3ccccc13)CCCC2)c1ccc(Br)s1
1.7%,O=C(NCCc1ccc2c(c1)OCCO2)c1cccc(F)c1
-7.8%,COCCCN1CN=C(Nc2nc3ccccc3o2)NC1
5.4%,CCOc1ccc(CCNc2ccc3nnc(-c4ccccc4)n3n2)cc1OCC
6.9%[57.5 µM],CCCC12CN3CC(C)(CN(C1)C3c1cccs1)C2=O (stereo unspecified)
-30.4%,CC(Cl)C(=O)NN=C(c1ccccc1)c1ccccc1 (stereo unspecified)
-11.0%,CCOCCCNC(=O)/C(C#N)=C/c1cc(C)c(O)c(C)c1
-6.4%,O=C(Cc1ccccc1)Nc1ccc(N2CCOCC2)cc1
3.1%,NNC(=O)C1=NOC2COC3(CCN(c4ncccn4)CC3)OCC12 (stereo unspecified)
15.6%,CCOC(=O)c1ccccc1NC(=O)/C=C/C(=O)O
-8.5%,c1ccc(Cn2nnc(-c3ccccc3)n2)cc1
0.8%[57.5 µM],O=C(CCC(=O)N1CCN(c2ccc(O)cc2)CC1)c1ccc(Br)cc1
-0.4%,CC(=O)c1c(O)cc2n(c1=O)-c1ccc(Cl)cc1C2(C)C
-1.2%,COc1cccc2c1NC(C(=O)O)C1CC=CC21 (stereo unspecified)
-6.2%,Cc1cccc2cc(CN(Cc3cccnc3)C(=S)NCCCN(C)C)c(=O)[nH]c12
9.0%,O=S1(=O)CC(O)C(N2CCCCC2)C1 (stereo unspecified)
-1.9%,O=C(Nn1c(-c2ccncc2)nc2ccccc2c1=O)c1ccc(Br)cc1
?,COc1ccc(NC(=S)NNc2ccc(S(=O)(=O)Nc3ccccc3C(=O)O)cc2[N+](=O)[O-])cc1
13.0%,CC(C)Cc1nnc(NS(=O)(=O)c2ccc(Cl)cc2)s1
9.7%,COc1cc2[nH]c(=S)nc(NCCc3ccc(S(N)(=O)=O)cc3)c2cc1OC
6.8%,O=C(COC(=O)c1ccccc1-c1ccccc1[N+](=O)[O-])c1ccccc1
3.6%,O=C(N/N=C/c1ccc(OC(F)F)cc1)c1ccc(CSc2nc3ccccc3[nH]2)cc1
-5.6%,O=C(/C=C/c1ccccc1)Nc1ccc(Br)cn1
-5.6%,Oc1ccccc1N1CCN(C(=S)NCc2ccccc2)CC1
2.2%[57.5 µM],COc1ccccc1C1(CCNC(C)c2cccs2)CCOC(C(C)C)C1 (stereo unspecified)
-10.0%,C=CCn1c(SCc2ccc(Cl)cc2)nc2cc(C(=O)N3CCC(C(N)=O)CC3)ccc2c1=O
-9.8%,CCC(=O)Nc1sc(C(=O)Nc2ccccc2F)c(C)c1C(=O)OC
1.2%,Cc1nn(-c2ccc(Cl)cc2Cl)c(C)c1C(=O)O
3.8%[57.5 µM],CS(=O)(=O)Nc1ccc(N2CCN(c3ccc(C(F)(F)F)cn3)CC2)nc1
-0.6%,CCOC(=O)c1c(NC(=O)CN2C(=O)CN(C)C2=O)sc(C)c1C
3.7%,CCCOc1ccc(C(=O)C(CN2CCOCC2)c2ccccc2)cc1 (stereo unspecified)
-13.4%,O=C(N/N=C/c1ccncc1)c1ccc2c(c1)OCO2
-7.7%,CC(C)(C)c1ccc(/C=C(\C#N)C(=O)NCCN2CCOCC2)cc1
?,O=C(NCc1cccnc1)C(=O)NCC1OCCN1S(=O)(=O)c1ccc(F)cc1 (stereo unspecified)
1.6%,O=C(O)C1Cc2ccccc2CN1C(=O)COc1ccc(Cl)cc1 (stereo unspecified)
?,CCCCCc1cc(=O)oc2c(C(CCN3CCCC(C)C3)c3ccc(OC)cc3)c(OC)cc(OC)c12 (stereo unspecified)
8.1%,CCN1CCN(c2cc3c(nn2)Oc2ccccc2N3C)CC1
?,COc1ccc(/C=C/C(=O)N(C)C2CCCCC2)cc1Br
-16.6%,CCN(CC)C(=O)c1ccccc1NC(=O)c1cccc(S(=O)(=O)N(CC)CC)c1
2.0%[57.5 µM],C=CCNC(=O)C12CCC(C)(C(=O)[C@H]1Br)C2(C)C (stereo partly specified)

This is a subset (hit frequency here may not be typical).
